# E-selectin induc: E-selectin induction on HUVECs; P16581; HUVEC E-selectin immunofluorescence imaging; normalized: neutral wells 0, TNF-alpha wells 100; activation, % at 7.58 µM; 260,000 compounds, 0.37% hits; AID 686992;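 active = mean E-selectin-positive cell signal at least 10% of the positive control, reached in at least 60% of replicates, without over 20% cell loss; inconclusive = no rule given, readout overlaps actives, possibly toxicity-flagged; inactive = the rest, including those meeting only one limit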;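 also: in these data hits start at about 27%; measured in HUVEC primary endothelial cells; signal is the percent of cells scored E-selectin positive by PE staining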
# Target sequence (P16581 whole entry, looked up): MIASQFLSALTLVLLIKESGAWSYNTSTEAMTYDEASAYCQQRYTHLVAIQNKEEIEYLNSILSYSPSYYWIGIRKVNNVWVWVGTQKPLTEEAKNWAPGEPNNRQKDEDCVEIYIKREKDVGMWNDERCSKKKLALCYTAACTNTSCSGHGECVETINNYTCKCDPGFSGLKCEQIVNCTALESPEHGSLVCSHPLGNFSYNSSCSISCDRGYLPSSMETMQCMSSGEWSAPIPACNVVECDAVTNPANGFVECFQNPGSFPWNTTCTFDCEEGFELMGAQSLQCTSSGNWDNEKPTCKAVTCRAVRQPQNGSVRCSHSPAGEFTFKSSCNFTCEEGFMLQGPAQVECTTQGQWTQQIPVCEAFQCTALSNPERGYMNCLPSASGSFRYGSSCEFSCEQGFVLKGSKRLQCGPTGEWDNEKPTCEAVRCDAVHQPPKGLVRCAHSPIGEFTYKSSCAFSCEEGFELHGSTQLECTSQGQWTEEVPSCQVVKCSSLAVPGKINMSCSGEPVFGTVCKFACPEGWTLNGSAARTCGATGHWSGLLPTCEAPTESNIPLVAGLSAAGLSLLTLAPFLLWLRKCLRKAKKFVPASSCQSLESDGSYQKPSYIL
#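 Read-out: % PE-positive cells | Test system: HUVEC | Doses: One compound dose added by pin transfer | Buffer or medium: EGM-2 over gelatin coat | Signal: Immunofluorescence imaging | Benchmarks: TNF-alpha, DMSO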
# esBAF inh: blocks esBAF chromatin remodeling in mouse ES cells; Bmi1-luciferase knock-in reporter, 24 h; 100% = twice the neutral-well signal; reporter increase, % at 12.5 µM; 350,000 compounds, 2% hits; in the data active = activation above about 40%; inconclusive = no clear call, values can overlap the other calls;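 also: 0% = median of the plate's neutral control wells and 100% = double that signal; a rise in the Bmi1 reporter signal indicates esBAF inhibition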
# RAD54 inh: inhibitors of human RAD54 branch migration; 360,000 compounds, 0.14% hits; inhibition, % at 10.4 µM; RAD54 Holliday junction branch migration, FAM/BHQ fluorescence;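 active = mean normalized replicate activity at least 40 and at least half of replicates scoring 40 or more; inconclusive = only one of the two criteria met; inactive = mean below 40 and under half of replicates reaching 40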;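 also: 0% = median of neutral control wells and 100% = median of positive control wells; inhibitors cause a drop in the FAM fluorescence signal; in these data hits start at about 50%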
# PglD inh: PglD (C. jejuni) enzyme inhibition | 360,000 compounds, 0.098% hits | inhibition, % at 12.5 µM | purified PglD enzyme, DTNB colorimetric CoA detection | AID 602405; in the data active = inhibition above about 16%, passing the limit was not always enough; inconclusive = no clear call, values can overlap the other calls; also: strong numbers were not always called active
# Casp6 inh: inhibitors of human caspase-6. purified caspase-6, Z-VEID-R110 cleavage fluorescence. inhibition, % at 12.5 µM. 350,000 compounds, 0.53% hits;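 active = mean inhibition across replicates at least about 35%, with every replicate also reaching that limit, limit read from the data; inconclusive = only one of the two criteria met; inactive = neither criterion met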;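 also: 0% = median of neutral control wells and 100% = no fluorescence left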
# RAD52 inh: RAD52 (human) annealing inhibition. recombinant RAD52 DNA annealing, FRET fluorescence. inhibition, % at 18.7 µM. 360,000 compounds, 0.46% hits;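 active = every replicate showing at least 50% inhibition; inconclusive = mean inhibition at least 50% but not in every replicate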
# Target sequence (P43351 whole entry, looked up): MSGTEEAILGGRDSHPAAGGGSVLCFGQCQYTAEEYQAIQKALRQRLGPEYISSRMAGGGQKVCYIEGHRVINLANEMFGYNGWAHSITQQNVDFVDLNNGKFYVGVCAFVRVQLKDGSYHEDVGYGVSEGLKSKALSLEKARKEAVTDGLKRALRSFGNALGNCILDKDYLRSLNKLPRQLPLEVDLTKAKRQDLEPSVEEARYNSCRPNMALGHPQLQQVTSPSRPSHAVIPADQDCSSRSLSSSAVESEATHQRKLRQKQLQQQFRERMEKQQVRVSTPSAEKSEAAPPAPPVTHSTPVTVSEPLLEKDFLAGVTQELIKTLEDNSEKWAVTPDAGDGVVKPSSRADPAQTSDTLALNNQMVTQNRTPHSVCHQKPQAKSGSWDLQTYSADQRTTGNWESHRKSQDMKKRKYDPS
# ERp5 block: inhibitors of human ERp5. Q15084. ERp5 insulin aggregation, absorbance 650 nm, 90 min. 350,000 compounds, 0.05% hits. inhibition, % at 9.99 µM. AID 651711;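 active = mean replicate inhibition above about 25%, with every replicate also reaching it, limit read from the data, passing the limit was not always enough; inconclusive = only one of those two criteria met; inactive = neither criterion met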
# ARNT-TACC3 inh: disrupts binding between human ARNT and TACC3; Q9Y6A5; AlphaScreen His-ARNT PAS-B/GST-TACC3 binding, luminescence; TACC3 fragment carries E629A point mutation; inhibition, % at 9.99 µM; 390,000 compounds, 0.66% hits;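 active = mean inhibition of replicates at least 50% and at least half of replicates each reaching 50%; inconclusive = half or more replicates reach 50% but mean below 50%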;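 also: 0% = complete ARNT plus TACC3 wells and 100% = ARNT alone without TACC3; many hits fall short of the cut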
# The depositor's hits bear a star; ? = inconclusive; / = not tested or not shown.
no.	molecule	E-selectin induc	esBAF inh	RAD54 inh	PglD inh	Casp6 inh	RAD52 inh	ERp5 block	ARNT-TACC3 inh
1	C[C@@H]1CN([C@@H](C)CO)C(=O)Cc2cc(NS(=O)(=O)c3ccc(F)cc3)ccc2O[C@H]1CN(C)Cc1ccc(Oc2ccccc2)cc1	-0.2	8	3	-1	1	-28	-2	25
2	CC(C)N1CCN(Cc2ccc(OCc3ccccc3)cc2)CC1CCO (stereo not given)	0.2	1	/	/	4	-3	-2	31
3	COC(=O)c1cc(NC(=O)Cc2ccccc2[N+](=O)[O-])cc(C(=O)OC)c1	/	7	-3	3	/	/	/	-5
4	CCn1c(SCC(=O)Nc2ccc(OC)c(OC)c2)nnc1-c1cccs1	-2.7	13	-13	1	/	/	/	/
5	C[C@H](CO)N1C[C@H](C)[C@@H](CN(C)S(C)(=O)=O)Oc2ncc(C#CCN(C)C)cc2C1=O	-0.5	2	-10	-1	12	8	-1	-7
6	Cn1c(=O)[nH]c(=O)c2c1nc(N1CCCC1)n2CCCSc1nc2ccccc2o1	/	2	3	0	/	/	/	2
7	COc1ccccc1-c1c(C)nn2c(C)cc(C)nc12	-0.5	-3	-15	-2	5	-4	0	1
8	Cc1ccc(OCCn2cccn2)c(C)c1	-5.8	12	/	/	-2	-4	2	2
9	Cn1c(=O)oc2cc(S(=O)(=O)NCCN3CCN(c4ccccc4)CC3)ccc21	0.1	-4	4	0	0	-14	-5	-3
10	CCc1c(C(=O)N/N=C/c2cccs2)nnn1-c1nonc1N	0.2	/	4	-4	2	-8	-1	-5
11	OC[C@H]1O[C@H](OCc2ccccc2)[C@H](O[C@@H]2OC[C@@H](O)[C@H](O)[C@H]2O)[C@@H](O)[C@@H]1O	/	7	-10	5	-1	-8	1	5
12	CNC(=O)C[C@@H]1CC[C@H]2[C@H](COc3ccc(NC(=O)c4cc(C)on4)cc3C(=O)N2C)O1	0.0	-1	-5	2	/	/	/	8
13	Cc1cccc(NC(=O)CCS(=O)(=O)c2ccc3c(c2)oc(=O)n3C)c1	/	2	-1	-1	-2	-2	1	-6
14	O=C(NNC(=S)NC1CCCCC1)c1ccccc1Cl	/	13	11	2	4	-12	7	5
15	COc1ccc(CCN2C(=O)c3[nH]nc(-c4ccccc4O)c3C2c2ccc(C)cc2)cc1OC (stereo not given)	/	-10	-7	1	/	/	/	36
16	C[C@@H]1CN([C@H](C)CO)S(=O)(=O)c2ccc(C#CC3CCCC3)cc2O[C@@H]1CN(C)CC1CC1	0.7	-3	5	1	1	26	3	9
17	COc1ccc(NC(=O)CN(C)C(=O)C(NC(=O)c2ccco2)C(C)C)cc1 (stereo not given)	-0.5	1	-6	-6	-2	-4	-10	-4
18	COc1ccc2c3c([nH]c2c1)[C@H](CO)N(C(=O)c1cnccn1)CC31CCN(S(C)(=O)=O)CC1	-0.2	/	/	/	-2	11	-3	/
19	O=C(C[C@H]1CC[C@H]2[C@@H](COC[C@@H](O)CN2C(=O)Nc2cccc(F)c2)O1)NCc1ccccc1Cl	0.1	33	2	4	/	/	/	1
20	CN(C)c1ccc(C(=O)C=Cc2ccc([N+](=O)[O-])cc2)cc1	/	11	1	0	-2	-7	6	/

# (more compounds)
no.	molecule	E-selectin induc	esBAF inh	RAD54 inh	PglD inh	Casp6 inh	RAD52 inh	ERp5 block	ARNT-TACC3 inh
21	CCCN(C)C[C@H]1OCCCC[C@@H](C)Oc2ccc(NC(=O)Nc3ccc(C(F)(F)F)cc3)cc2C(=O)N([C@@H](C)CO)C[C@H]1C	0.3	2	6	-2	-3	26	-1	1
22	Cc1ccc(N2CCCn3c2cc(C)c(C#N)c3=O)cc1C	/	9	-4	2	1	-11	-1	-3
23	O=c1[nH][nH]c2c1[C@H](c1ccc(Cl)cc1)O[C@H](C1CCCC1)C2	0.4	/	/	/	0	-3	-4	/
24	Cc1nn(-c2ccccc2)c(N2CCCC2)c1/C=N/NC(=O)c1cc(-c2ccccc2)nc2ccccc12	-0.9	/	5	-1	-3	-14	2	-15
25	Cc1cc(C)nc(Sc2c(C)n[nH]c2C)n1	/	5	4	0	3	-5	0	-5
26	CCOC(=O)[C@]12CCC=C1N(Cc1ccccc1)C(=O)[C@H](CC(=O)NCc1cccs1)C2	-0.4	/	/	/	-3	-22	-6	/
27	COc1ccc(-n2c(C)cc(C(=O)CN3CCC(C)CC3)c2C)cc1	-0.7	/	/	/	/	-14	2	-5
28	Cc1ccc(N2C(=O)C(O)(C(F)(F)F)C3=C2CC(C)(C)CC3=O)cc1C (stereo not given)	/	3	-1	-2	2	-17	-8	-7
29	O=C(C1CCCC1)N1CC[C@@H]2[C@H]1c1cc(C3=CCCCC3)ccc1N[C@@H]2CO	0.2	/	/	/	1	6	2	/
30	CC(C)OCCCNC(=O)Cn1ccc2cc(S(=O)(=O)N3CCCCCC3)ccc21	0.0	0	-6	3	3	-1	0	5
31	C/C=C/c1ccc2c(c1)O[C@@H](CN(C)Cc1cncnc1)[C@@H](C)CN([C@@H](C)CO)S2(=O)=O	0.2	-4	13	1	-1	-4	3	-3
32	O=C(N[C@@H](Cc1ccccc1)C(=O)O)c1cccs1	0.0	-5	4	0	/	-4	3	9
33	COc1cc(C(=O)NC(=S)Nc2ccc([N+](=O)[O-])cc2C)cc(OC)c1OC	0.0	6	-1	-5	0	-9	5	0
34	N#C/C(=C(/O)c1ccc([N+](=O)[O-])cc1)c1nnc2n1CCCCC2	-0.1	/	/	/	1	-12	1	5
35	COc1ccc(/C(C)=N/OC/C(O)=C(\C#N)c2nc3ccccc3[nH]2)c(OC)c1	/	/	/	/	6	-22	3	-4
36	C[C@@H]1CN([C@@H](C)CO)C(=O)Cc2cc(NC(=O)CCCCCC(=O)Nc3ccccc3N)ccc2O[C@@H]1CN(C)S(=O)(=O)c1cn(C)cn1	0.0	-1	-5	-1	0	0	-6	-4
37	Cc1ccc(S(=O)(=O)N2CCN(C(=O)Cn3c(=O)oc4ccccc43)CC2)c(C)c1	/	-3	4	-1	0	-11	13	-29
38	CCOc1ccc(Nc2ccc([N+](=O)[O-])c3nonc23)cc1	-0.2	30	-9	-2	9	-4	-2	39
39	CCC(C)(C)n1nnnc1C(c1cc2cc(C)cc(C)c2[nH]c1=O)N1CCN(C(=O)c2ccco2)CC1 (stereo not given)	/	-2	-14	2	6	-37	4	-3
40	CN1C(C(=O)Nc2ccc(OC(F)(F)F)cc2)=CC(c2ccc3c(c2)OCO3)=NS1(=O)=O	/	-3	-13	1	3	-14	/	-5

# Only E-selectin induc, ARNT-TACC3 inh and esBAF inh, for some of the entries so far:
no.	Compound	E-selectin induc	ARNT-TACC3 inh	esBAF inh
22	Cc1ccc(N2CCCn3c2cc(C)c(C#N)c3=O)cc1C	/	-3	9
23	O=c1[nH][nH]c2c1[C@H](c1ccc(Cl)cc1)O[C@H](C1CCCC1)C2	0.4	/	/
24	Cc1nn(-c2ccccc2)c(N2CCCC2)c1/C=N/NC(=O)c1cc(-c2ccccc2)nc2ccccc12	-0.9	-15	/
25	Cc1cc(C)nc(Sc2c(C)n[nH]c2C)n1	/	-5	5
26	CCOC(=O)[C@]12CCC=C1N(Cc1ccccc1)C(=O)[C@H](CC(=O)NCc1cccs1)C2	-0.4	/	/

# Further structures
41: CC(C)(C)n1nnnc1C(c1cccnc1)N(Cc1ccccc1)Cc1cccs1 (stereo not given)
42: O=c1c2cc3c(nc2[nH]c(=S)n1-c1ccccc1)CCCC3
43: Cc1ccc(C(=O)NC(=S)NCc2cccnc2)cc1
44: Cc1cc(NC(=O)COc2ccc3ccccc3c2Br)no1
45: CCn1c(/C=C/c2c(C)n(CC)c3ccccc23)nc2ccccc2c1=O
46: CCOC(=O)c1c(-c2ccc(C)cc2)csc1NC(=O)c1ccc(N2C(=O)CCC2=O)cc1
47: N#C/C(=C\c1ccc2c(c1)OCCO2)C(=O)Nc1ccc(C(=O)O)cc1
48: C/C=C/c1ccc2c(c1)O[C@H](CN(C)C(=O)Nc1ccc(OC)cc1)[C@H](C)CN([C@@H](C)CO)S2(=O)=O

assay / compound,41,42,43,44,45,46,47,48
E-selectin induc,/,-0.1,/,1.4,/,/,0.4,-0.1
esBAF inh,-5,/,/,?,/,/,61*,-3
RAD54 inh,4,-10,-11,-4,-18,/,-9,-6
PglD inh,-4,1,19,2,0,/,-3,4
Casp6 inh,/,-4,-3,-6,1,2,3,-1
RAD52 inh,/,-27,-15,-13,-107,-17,-11,-17
ERp5 block,/,3,-1,2,-5,-3,2,1
ARNT-TACC3 inh,0,-6,-6,0,-15,3,-24,-3

# A different layout for two compounds above.
26	CCOC(=O)[C@]12CCC=C1N(Cc1ccccc1)C(=O)[C@H](CC(=O)NCc1cccs1)C2
  E-selectin induc = -0.4
  esBAF inh = /
  RAD54 inh = /
  PglD inh = /
  Casp6 inh = -3
  RAD52 inh = -22
  ERp5 block = -6
  ARNT-TACC3 inh = /

27	COc1ccc(-n2c(C)cc(C(=O)CN3CCC(C)CC3)c2C)cc1
  E-selectin induc = -0.7
  esBAF inh = /
  RAD54 inh = /
  PglD inh = /
  Casp6 inh = /
  RAD52 inh = -14
  ERp5 block = 2
  ARNT-TACC3 inh = -5

# (cont.)
49: CC(C)NC(=O)N(C)C[C@@H]1Oc2ccc(N(C)C)cc2C(=O)N([C@H](C)CO)C[C@@H]1C
50: O=C(Cc1cnc2ncnn2c1)N1CCc2c([nH]c3ccccc23)C1c1ccccn1 (stereo not given)
51: CCS(=O)(=O)Nc1ccc2c(c1)C(=O)N(C)C[C@H](OC)[C@@H](C)CN(C(=O)C1CCC1)[C@H](C)CO2
52: O=C(CCCn1nnnc1CN1CCOCC1)N1CCC(c2ccccc2F)C1 (stereo not given)
53: Cc1[nH]c(C)c(S(=O)(=O)N(Cc2ccccc2)C(C)C)c1C(=O)N1CCCC1
54: Cn1c(=O)n(C)c2cc(C(=O)c3ccccc3)ccc21
55: Cc1cnc(C(=O)N2CCCC(C(=O)c3ccc(Cl)cc3C)C2)cn1 (stereo not given)
56: CS(=O)(=O)c1ccc(Cl)c(C(=O)NCC2CCCCC2)c1

assay / compound,49,50,51,52,53,54,55,56
E-selectin induc,-0.1,-1.6,-0.3,/,-0.1,/,3.0,/
esBAF inh,-1,-5,5,-5,-1,-1,7,11
RAD54 inh,-6,0,-5,-2,5,-11,2,2
PglD inh,6,1,0,-2,-6,2,5,3
Casp6 inh,-1,0,2,0,0,/,-1,-2
RAD52 inh,7,-6,2,-11,-5,/,-9,-12
ERp5 block,-1,6,1,-4,-2,/,1,-2
ARNT-TACC3 inh,/,18,-1,0,0,-3,-1,-3

57: CCCC(C(=O)NC(C)(C)CC)N(Cc1ccco1)C(=O)CNS(=O)(=O)c1ccccc1 (stereo not given)
58: C[C@H](CO)N1C[C@H](C)[C@@H](CN(C)C(=O)c2ccccc2)Oc2ncc(C#C[C@@H](C)O)cc2C1=O
59: Cc1ccccc1COc1ccc2oc(C)c(C(=O)O)c2c1
60: O=C1c2ccccc2C(=O)N1CCc1csc(-c2cccc(F)c2)n1
61: C[C@H](CO)N1C[C@H](C)[C@@H](CN(C)C(=O)c2ccc3c(c2)OCO3)Oc2cc(-c3ccncc3)ccc2S1(=O)=O
62: COCCNC(=O)C(c1cccc(OC)c1)N(Cc1cccs1)C(=O)Cn1nnc2ccccc21 (stereo not given)

assay / compound,57,58,59,60,61,62
E-selectin induc,/,0.0,7.5,/,-0.2,/
esBAF inh,2,-13,/,16,3,-7
RAD54 inh,7,-7,/,0,25,4
PglD inh,-2,-1,/,-2,9,-4
Casp6 inh,1,4,-1,/,1,/
RAD52 inh,-9,1,-10,/,2,/
ERp5 block,5,6,?,/,0,/
ARNT-TACC3 inh,4,8,-22,-6,1,-7

# Screens (PubChem)

# Not a hit list, and some 3.2% of all compounds hit somewhere here.
